# GALK inh: qHTS Assay for Inhibitors of Human Galactokinase (GALK); AID 1868, 2009; Purified GALK, Kinase-Glo residual ATP luminescence; P51570; 270,000 tested, 0.007% active; Potency, µM (doses to about 57.5 µM), without a hit: at the top dose activity change, negative = inhibition, most hits filed as inhibitors; also: potency is read from the fitted curve at half-maximal effect; % is scaled to controls: 0 for no effect and ±100 for the full control effect
#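 Quantitative HTS: GALK 5 nM, ATP 35 uM, galactose 100 uM, 1 h room temperature, then luciferase-based ATP detection.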
# Coupling enz: qHTS Assay for Inhibitors of Fructose-1,6-bisphosphate Aldolase from Giardia Lamblia: Coupling assay counterscreen. 290,000 tested, 0.67% active. coupling enzyme system counterscreen, AmpLite Red fluorescence. activity change, negative = inhibition, % at 58.2 µM, hits read low. AID 2472, 2010; in the data active = activity change below about -30%; also: % is scaled to controls: 0 for no effect and ±100 for the full control effect
#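 Coupling enzymes only (glyceraldehyde-3-phosphate) + compound, at 57.5 uM final, 10 min RT; add substrate/coupling/AmpLite Red mix, 20 min RT; fluorescence ex 525/em 598 nm. Actives flag coupling-system interference.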
# CXXC DNA block: qHTS Fluorescence Polarization Assay for Inhibitors of MLL CXXC domain - DNA interaction; Histone-lysine N-methyltransferase 2A (Homo sapiens), Q03164; MLL-CXXC / FITC-HOXA9 DNA fluorescence polarization; Potency, µM (doses to about 115 µM), inactives show at the highest dose activity change, negative = inhibition, hits mostly inhibitors; 290,000 tested, 0.037% active; active = well fitted inhibition curve with a large enough effect in the polarisation, with a control signal flat, not every such curve was filed as active; inconclusive = small, poorly fitted or top-dose-only effect, or effect the other way, or a change in a side signal; inactive = no such curve, though single readings can be large or run the other way; the % refers to the polarisation; also: potency is read from the fitted curve at half-maximal effect
#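 Purified MLL-CXXC (added from a 7 uM solution) was preincubated 5 min at ambient with pinned compounds in 50 mM Tris-HCl pH 7.5, 50 mM NaCl, 1 mM DTT, 0.05% BSA. Fluorescein-labeled HOX-A9 DNA (50 nM solution) followed, 30 min, then polarization read.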
# Chronic BCR inh: qHTS Assay to Find Inhibitors of Chronic Active B-Cell Receptor Signaling; ABC-DLBCL IkBa-CBG/CBR reporter, luminescence ratio, 4 h; Potency, µM (highest dose often 46.1 µM), for the others: top-dose ratio change, negative = lower green/red ratio, actives largely listed as inhibitors; 340,000 tested, 0.05% active; active = well fitted inhibition curve with a large enough effect in the signal ratio, with a control signal flat, not every such curve was filed as active; inconclusive = small, poorly fitted or top-dose-only effect, or effect the other way, or a change in a side signal; the % refers to the signal ratio;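 also: potency is read from the fitted curve at half-maximal effect; plate controls were basal doxycycline-induced cells for no effect and cells given 10 µM MG132 for full effect; MG132 reads +100%, hits lower the ratio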
#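 TMD8 human ABC-DLBCL cells with doxycycline-inducible IκBα–green luciferase fusion and unfused red luciferase, in 0.5% FBS medium; compounds up to 46 uM, 4 h at 37C. Green/red luminescence ratio, filter-overlap corrected, fitted to concentration-response curves.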
# AT treatment: qHTS Assay for Identifying a Potential Treatment of Ataxia-Telangiectasia; […] A-T fibroblasts, KAP-1 phosphorylation AlphaLISA; neocarzinostatin DNA damage 30 min before lysis; Potency, µM (highest dose often 57.5 µM), for inactives: top-dose activation, hits mostly activators; 320,000 tested, 0.19% active; also: potency is read from the fitted curve at half-maximal effect; % of control where 0% means no effect; nearly all actives have a fitted effect of over 45% in size
#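 ATM-like activity read as KAP-1 phosphorylation via AlphaLISA donor/acceptor antibody pairs after lysis and 6 hr at 25C. Cells were ATM-null patient fibroblasts ([…], hTERT), dosed 60 min, then exposed to the DSB inducer NCS for 30 min.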
# TCR act: Activators of T cell receptors: qHTS campaign | Potency, µM (highest dose often 9.22 µM), without a hit: at the top dose activation of IL-2 secretion, usual class: activators | 330,000 tested, under 10 active | primary human leukocytes, anti-CD3, IL-2 HTRF, 48 h; also: % of control where 0% means no effect
#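 Primary human leukocytes incubated 48 hr with anti-CD3 beads plus compound, without co-stimulation. Secreted IL-2 measured by HTRF (europium cryptate/d2 anti-IL-2 pair, 320 nm excitation, 665 nm emission).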
# Giardia killer: Small Molecules that selectively kill Giardia lamblia: qHTS; Giardia lamblia trophozoite viability; activity change, % at 7.66 µM, hits read low; 340,000 tested, 0.15% active; in the data active = activity change below about -80%; inconclusive = between about -30% and that limit;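 also: parasites exposed to compound for two days anaerobically before the ATP read; % is scaled to controls: 0 for no effect and ±100 for the full control effect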
#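 Killing of trophozoites was scored by loss of ATP luminescence after a 48 hrs anaerobic exposure to compounds at 37 deg C, using 100 cells per well.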
# Tb PFK inh: qHTS Assay to Find Inhibitors of T. brucei phosphofructokinase; ATP-dependent 6-phosphofructokinase (Trypanosoma brucei brucei), O15648; T. brucei PFK, ADP-Glo luminescence; Potency, µM (titrated, usually from 57.5 µM), for the others: top-dose activity, negative = inhibition, hits mostly inhibitors; 330,000 tested, 0.17% active; AID 485367, 2010;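 also: potency is read from the fitted curve at half-maximal effect; 0% = uninhibited 1x PFK enzyme wells and -100% = no-enzyme wells; nearly all actives have a fitted effect of over 60% in size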
#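 1.25 nM PFK with 0.5 mM F6P and 0.1 mM ATP in 0.1 M TEA pH 8.0, 5 mM MgCl2, incubated 45 min at room temperature; ADP measured by ADP-Glo luminescence; compounds titrated up to 57 uM.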
# TSHR antag: Antagonists of the Thyroid Stimulating Hormone Receptor: HTS campaign. TSHR-expressing cells, TSH-stimulated cAMP HTRF, 2 h; hits give low values. activity change, negative = inhibition, % at 11.5 µM. AID 504810, 2011. 330,000 tested, 0.2% active. Thyrotropin receptor (Homo sapiens), P16473;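 active = activity change below a set negative limit, meaning inhibition stronger than a set level, cut at about -70% in these data; inconclusive = activity change between two set negative limits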; also: % is scaled to controls: 0 for no effect and ±100 for the full control effect
# Target sequence (P16473 whole entry, looked up): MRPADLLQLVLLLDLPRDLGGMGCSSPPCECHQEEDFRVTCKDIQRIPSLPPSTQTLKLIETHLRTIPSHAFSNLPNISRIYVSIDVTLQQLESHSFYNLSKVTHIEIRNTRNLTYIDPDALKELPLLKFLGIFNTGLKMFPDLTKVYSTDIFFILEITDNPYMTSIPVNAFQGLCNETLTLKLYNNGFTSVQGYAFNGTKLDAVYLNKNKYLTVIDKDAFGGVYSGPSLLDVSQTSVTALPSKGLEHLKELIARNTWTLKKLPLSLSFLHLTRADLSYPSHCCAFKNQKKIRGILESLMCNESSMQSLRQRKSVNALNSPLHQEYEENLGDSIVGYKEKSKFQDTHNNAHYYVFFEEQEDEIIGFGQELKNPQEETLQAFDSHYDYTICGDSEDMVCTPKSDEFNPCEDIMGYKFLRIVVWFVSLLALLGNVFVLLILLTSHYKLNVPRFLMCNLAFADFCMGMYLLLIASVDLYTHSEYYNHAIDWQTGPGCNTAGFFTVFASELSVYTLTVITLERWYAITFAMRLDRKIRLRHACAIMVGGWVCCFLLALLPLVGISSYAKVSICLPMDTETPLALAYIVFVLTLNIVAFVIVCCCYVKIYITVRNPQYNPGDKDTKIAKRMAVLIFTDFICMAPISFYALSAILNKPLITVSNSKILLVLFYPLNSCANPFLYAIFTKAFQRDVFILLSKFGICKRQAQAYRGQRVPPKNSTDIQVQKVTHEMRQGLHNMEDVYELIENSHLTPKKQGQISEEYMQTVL
#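 TSHR-expressing cells, 200/well, pre-treated with compound, then stimulated with EC80 TSH (4nM final) for 2 hours at 37 deg C. cAMP measured by competitive HTRF: anti-cAMP cryptate antibody in lysis buffer plus cAMP-d2, read after 30 minutes at room temperature.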
# KCNH2 WT inh: qHTS for Inhibitors of KCHN2 3.1: Wildtype qHTS. activity change, % at 1.84 µM. U2OS, BacMam KCNH2, thallium flux FluxOr; hits give low values. 340,000 tested, 0.37% active. Voltage-gated inwardly rectifying potassium channel KCNH2 (Homo sapiens), Q12809;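 active = maximum activity change below -70%; inconclusive = maximum activity change between -70% and -50%; inactive = maximum activity change above -50%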; also: % is scaled to controls: 0 for no effect and ±100 for the full control effect
#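 U2OS cells transduced with wild-type KCNH2 virus are loaded with FluxOr dye for 45 min, and thallium flux is measured in kinetic reads before and after stimulation buffer. Rate constants are normalized to DMSO controls.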
# * hit, by the source's call; ? = inconclusive; . = not tested or not shown; [ ] = another dose, or the depositor's remark. Unless noted, calls follow the shape of the dose curve; as a rule, active = well fitted curve in the direction sought with a large enough effect; inconclusive = small, poorly fitted or top-dose-only effect, or another doubt; inactive = no such curve, though single readings can be large; an effect the other way counts as inactive or inconclusive.
mol,GALK inh,Coupling enz,CXXC DNA block,Chronic BCR inh,AT treatment,TCR act,Giardia killer,Tb PFK inh,TSHR antag,KCNH2 WT inh
CCOc1cc(C2NC(=O)NC(C)=C2C(C)=O)cc(Cl)c1OCC(=O)O (configuration not stated),0%,3,7%,11%,1%,.,-4,-1%,8,-17
COc1ccc(N2C(=O)CC(Sc3n[nH]c(-c4ccccc4)n3)C2=O)cc1 (configuration not stated),5%,0,-8%,0%,-6%,1%,-19,1%,15,-4
Cc1cc(Br)ccc1NC(=O)CNC(=O)Cn1ncc(Cl)c(Cl)c1=O,2%,5,12%,7%,-2%,-1%,-12,-5%,-18,3
O=C(Nc1ccc(-c2cc3ccccc3oc2=O)c(Cl)c1)c1cccnc1,0%,-5,5%,4%,12%,-1%,0,0%,8,-2
CCSC1=C(C#N)C(c2ccc(F)cc2)CC(=O)N1 (configuration not stated),1%,7,2%,-1%,7%,-3%,6,-1%,7,-5
CCOC(=O)c1c(NC(=O)c2nc3n(n2)C(C(F)F)CC(C)N3)sc2c1CCCC2 (configuration not stated),0%,3,14%,?,7%,.,5,0%,9,0
Cn1nnnc1Sc1ncnc2scc(-c3ccc(C#N)cc3)c12,.,.,.,?,36%,-1%,-16,2%,1,.
NC(=O)C[C@@H]1N[C@]2(C(=O)Nc3ccccc32)[C@@H]2C(=O)N(C3CCCCC3)C(=O)[C@H]12,1%,0,-1%,0%,0%,5%,22,-5%,-4,2
CCCCN(C)CCCNC(=O)c1cc(=O)[nH]c2ccc(S(=O)(=O)N3CCCCC3C)cc12 (configuration not stated),1%,0,-1%,-9%,-1%,1%,12,2%,-1,.
CCN(CC)c1ccc2c(C)c(CN3CCOCC3)c(=O)oc2c1,-1%,2,17%,-3%,?,5%,5,5%,-10,-5
O=C(NCc1ccc2c(c1)OCO2)Oc1ccccc1,2%,7,8%,19%,2%,-1%,-3,-6%,19,5
CCOc1cc(C(=O)N[C@@H](C)C(=O)N2CCC3(CC2)NCCc2[nH]cnc23)cc(OCC)c1OCC,1%,4,13%,-6%,11%,7%,-18,0%,10,-2
Cc1cc(C)c2c(=O)cc(C(F)(F)F)oc2n1,-1%,1,1%,-2%,1%,8%,-6,-4%,3,-23
COc1cc(-c2noc(CCCC(=O)NCc3ccco3)n2)cc(OC)c1OC,-3%,0,-3%,2%,6%,9%[46.1 µM],8,-1%,-15,-7
COc1ccc(-n2ncc(C(C)NS(=O)(=O)c3ccc(C)s3)c2C)cc1 (configuration not stated),-7%,.,8%,-2%,10%,-24%,-10,2%,12,-22
COc1ccccc1NC(=O)CSc1nc(O)cc(=O)n1C,-2%,2,-2%,1%,6%,.,0,2%,-18,-1
O=C(Nc1c(-c2ccccc2)nc2ccccn12)c1ccccc1,5%,0,0%,4%,0%,6%,17,-6%,10,5
CSc1ccc(/C=C(\C#N)C(=O)NC2CCCCC2C)cc1 (configuration not stated),0%,-1,-1%,?,18%,-2%[46.1 µM],?,1%,-27,1
O=C(CCCc1ccccc1)NC12CC3CC(CC(C3)C1)C2,0%,0,-1%,1%,-11%,-2%,22,1%,-23,-9
Cc1ccc(S(=O)(=O)NNC(=O)C2COc3ccccc3O2)cc1C (configuration not stated),-1%,4,-13%,5%,6%,-5%,-28,1%,-19,13
COc1ccccc1-c1noc(-c2ccccc2C(=O)N2CCOCC2)n1,3%,3,16%,-13%,1%,-1%,7,-2%,-3,10
O=C(NCCc1ccccc1)C1CCN(c2nc3ccccc3o2)CC1,1%,1,-6%,-2%,1%,-3%,-10,2%,-3,-6
O=C(Nc1cccnc1)NC1CCCCC1,0%,0,-5%,0%,-2%,0%,7,3%,2,-6
CCOC(=O)C1=C(O)/C(=C\c2sccc2C)N=C1C,-1%,0,-2%,2%,3%,2%[46.1 µM],-3,1%,6,0
CC(C)c1nnc(NC(=O)CCC(=O)NCc2ccc(F)cc2)s1,-5%,-2,4%,8%,7%,2%,-24,-6%,-4,-6
Cc1ccc(-c2nc(NC(=O)c3nn(C)cc3[N+](=O)[O-])sc2C)cc1C,1%,0,13%,?,-2%,3%,?,-1%,-22,4
CNC(=O)CSc1nnc(COc2ccc([N+](=O)[O-])cc2)n1C,-2%,3,?,?,7%,9%,18,-19%,16,-2
CCCOc1ccc(C(=O)NC(=S)NCc2cccnc2)cc1,.,0,1%,?,0%,-2%[46.1 µM],-15,0%,-6,-2
CCn1c(SCC(=O)Nc2cc(C(C)(C)C)nn2-c2ccccc2)nnc1-c1cccs1,.,0,6%,1%,7%,0%[46.1 µM],-23,-3%,17,10
Cc1cc(C)c(C(N)=O)c(SCC(=O)c2cc(C)c(C)cc2C)n1,0%,0,-2%,?,6%,-1%[46.1 µM],-14,-3%,-1,2
CCNc1nc(N)nc(Oc2ccc(OCC)nn2)n1,0%,3,-4%,?,6%,13%,5,-11%,8,0
CC(C)(CO)CNC(=O)CCc1nnc(CCCc2ccccc2)o1,4%,4,4%,?,8%[11.5 µM],4%,15,-3%,-11,8
CC(C)CC1Nc2ncnc(N3CCN(c4ccccn4)CC3)c2N(Cc2ccccc2)C1=O (configuration not stated),.,.,.,-3%,14%,2%,-11,11%,-3,2
O=C(NCCc1ccccc1)c1ccc(CS(=O)Cc2cccc(Cl)c2)o1 (configuration not stated),3%,1,5%,7%,1%,5%,12,-7%,10,0
Cc1ccc(NC(=O)c2c([N+](=O)[O-])cnn2C)cc1C,0%,-6,-5%,4%,-3%,6%,-1,-1%,6,1
CCc1ccc(NC(=S)N2CCN(c3cccc(OC)c3)CC2)cc1,-7%,-1,0%,0%,5%,-7%,-1,0%,2,-8

# 3 entries out of the list above, ordered by the number in Chronic BCR inh, high to low:
mol | Chronic BCR inh
CC(C)c1nnc(NC(=O)CCC(=O)NCc2ccc(F)cc2)s1 | 8%
O=C(NCCc1ccccc1)c1ccc(CS(=O)Cc2cccc(Cl)c2)o1 (configuration not stated) | 7%
CCn1c(SCC(=O)Nc2cc(C(C)(C)C)nn2-c2ccccc2)nnc1-c1cccs1 | 1%

# Remaining list, next part
mol,GALK inh,Coupling enz,CXXC DNA block,Chronic BCR inh,AT treatment,TCR act,Giardia killer,Tb PFK inh,TSHR antag,KCNH2 WT inh
O=S(=O)(c1ccccc1)c1nc(-c2ccco2)oc1NCCCn1ccnc1,-4%,1,4%,?,-2%,-1%,17,-1%,1,3
COc1ccc(NC2=Nc3ccccc3N3C2=Nc2c(c(C)nn2-c2ccc(C)cc2)C3c2cccnc2)cc1 (configuration not stated),3%,-2,23%,0%,-6%,-6%,-9,0%,12,0
COCCn1c(SCC(=O)Nc2ccccc2C)nc2c(oc3ccccc32)c1=O,1%,1,2%,?,1%,-1%[46.1 µM],1,-1%,9,1
C#CCOCCOCCOCCNc1nc(N2CCOCC2)nc(N2CCN(C(=O)Cn3cc(CC(C)O)nn3)CC2)n1 (configuration not stated),.,0,3%,4%,7%,5%,39[activator],-3%,-1,6
CC(=O)Oc1ccccc1/C=C1\CCOC1=O,2%,0,3%,?,-3%,.,1,-5%,3,-24
C/C=C/c1ccc(OCCCCOc2ccccc2C(C)=O)c(OC)c1,2%,1,-2%,?,20%,6%[46.1 µM],-1,0%,-26,-5
CCOc1ccc(NC(=S)N2CCN(S(C)(=O)=O)CC2)cc1,3%,1,3%,-2%,-2%,0%,13,1%,3,-7
Cc1ccc(-c2c(C)cc3oc(=O)cc(-c4ccccc4)c3c2C)cc1,.,5,.,9%,11%,4%[46.1 µM],2,-2%,-17,5
CC(=O)c1c(C)[nH]c(C(=O)OCC(=O)Nc2ccc3c(c2)OCCO3)c1C,.,.,.,-19%,2%,-6%,17,11%,-4,4
